# FXN GAA850 act: FXN promoter activators, primary screen, cell-based, luciferase luminescence, HEK293 lucGAA850; HEK293 lucGAA850 FXN promoter luciferase reporter, 24 h; percent of 10 µM SAHA response; activation, % at 6 µM; 360,000 compounds, 0.56% hits; AID 540364, 2011;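 active means activation above the average of all compounds screened plus 3 SD, cutoff fixed separately per campaign, cut at about 7.5% in these data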;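 further: 0% = DMSO wells and 100% = 10 µM SAHA wells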
# GC-A act: GC-A stimulated cGMP production enhancers – HEK293 GC-A cells, cGMP TR-FRET, EC30 ANP, primary screen | activation, % at 10 µM | 370,000 compounds, 0.14% hits | AID 1671463, 2021 | Atrial natriuretic peptide receptor 1 (Homo sapiens), P16066 | 0% at EC30 ANP, 100% saturating ANP; in the data active means activation above about 40%
# NPR2 activator: human GC-B receptor activators, primary screen, HEK293 GC-B cells, cGMP TR-FRET, EC30 CNP; 0% at EC30 CNP, 100% saturating CNP; activation, % at 10 µM; 370,000 compounds, 0.11% hits;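 active means activation at 10 µM reaching about 35% in either raw or pattern-adjusted values, limit read from the data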
# ssDAF12 agonist: S. stercoralis DAF-12 nuclear receptor activators, primary screen, cell-based, luminescence, HEK293, GRIP1 co-expression, lit1-tk-luc | Nuclear hormone receptor DAF-12 (Strongyloides stercoralis) | HEK293 ssDAF-12/GRIP1 lit1-tk-luc reporter; % of 3 µM dafachronic acid response | activation, % at 6.8 µM | 370,000 compounds, 1% hits;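 active means activation above the mean over all tested compounds plus 3 SD, cut at about 0.9% in these data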;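 further: 0% = DMSO-only wells and 100% = 3 µM delta7-dafachronic acid wells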
# hcDAF12 agonist: H. contortus DAF-12 nuclear receptor activators, primary screen, cell-based, luminescence, HEK293, lit1-tk-luc reporter; HEK293 hcDAF-12 lit1-tk-luc reporter; 0% DMSO, 100% Δ7-dafachronic acid; activation, % at 6.8 µM; 370,000 compounds, 1.4% hits; AID 652067, 2013;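 active means activation above the mean of all tested compounds plus 3 SD, cut at about 5.5% in these data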;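 further: 100% = response to 3 µM Δ7-dafachronic acid high control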
# sPLA2-III inh: human group III sPLA2 inhibitors, primary screen, biochemical, QFRET, BODIPY PC-A2 liposome substrate | Group 3 secretory phospholipase A2 (Homo sapiens), Q9NZ20 | inhibition, % at 12.2 µM | QFRET BODIPY PC-A2 liposome hydrolysis, fluorescence | 370,000 compounds, 0.56% hits;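 active means inhibition above mean plus 3 SD of compounds lying within the high and low control bounds, cut at about 19% in these data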;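 further: 0% = median of test compound wells and 100% = no enzyme DMSO wells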
# Target sequence (Q9NZ20 whole entry, looked up): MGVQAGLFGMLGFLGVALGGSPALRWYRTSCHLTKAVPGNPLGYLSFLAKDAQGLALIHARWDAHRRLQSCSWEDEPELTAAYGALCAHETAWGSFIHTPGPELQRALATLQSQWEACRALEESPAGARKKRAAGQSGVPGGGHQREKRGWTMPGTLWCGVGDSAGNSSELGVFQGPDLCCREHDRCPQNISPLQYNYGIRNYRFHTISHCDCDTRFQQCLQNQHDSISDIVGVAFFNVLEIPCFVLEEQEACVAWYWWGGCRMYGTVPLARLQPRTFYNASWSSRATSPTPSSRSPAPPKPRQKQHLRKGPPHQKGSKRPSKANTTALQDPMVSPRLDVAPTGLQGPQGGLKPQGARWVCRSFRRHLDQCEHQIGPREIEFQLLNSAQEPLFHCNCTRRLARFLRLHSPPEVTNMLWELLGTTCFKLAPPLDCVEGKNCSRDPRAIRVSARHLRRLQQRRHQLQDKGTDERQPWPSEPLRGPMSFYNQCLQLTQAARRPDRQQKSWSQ
# hgDAF-12 ag: H. glycines DAF-12 receptor agonists, primary screen, cell-based, luminescence, HEK293, GAL4 fusion, UAS-luciferase; Nuclear hormone receptor DAF-12 (Heterodera glycines), GAL4 fusion; HEK293 GAL4-hgDAF12 UAS-luciferase reporter, agonist luminescence; normalized to butyrate control; activation, % at 6.8 µM; 370,000 compounds, 1.8% hits;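 active means activation above a cutoff set at the mean of all screened compounds plus 3 SD, cut at about 10% in these data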;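 further: 0% = DMSO wells and 100% = sodium butyrate wells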
# SMARCA2 activ: SMARCA2 (BRM) function activators, primary screen, cell-based, luminescence, high throughput; MG213 cells, MMTV-luciferase reporter, dexamethasone, overnight; activation, % at 9.1 µM; 370,000 compounds, 1% hits; AID 652017, 2013; in the data active means activation above about 7.8%;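 further: 0% = vehicle wells and 100% = reference activator wells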
# DAX1 inh-1: DAX1 (NR0B1) inhibitors, primary screen, cell-based, HEK293, Gal4-DAX1, luciferase luminescence; Nuclear receptor subfamily 0 group B member 1 (Homo sapiens), P51843; HEK293 Gal4-DAX1 luciferase reporter; inhibition, % at 6.75 µM; 340,000 compounds, 0.99% hits; AID 504766, 2011;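 active means inhibition above the mean over all tested compounds plus 3 SD, cut at about 4.2% in these data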;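 further: 0% = DAX1-transfected cells with DMSO and 100% = empty-vector control cells with DMSO; inhibition shows as a rise in luminescence from relieved DAX1 repression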
# Target sequence (P51843 207-470 limits assumed): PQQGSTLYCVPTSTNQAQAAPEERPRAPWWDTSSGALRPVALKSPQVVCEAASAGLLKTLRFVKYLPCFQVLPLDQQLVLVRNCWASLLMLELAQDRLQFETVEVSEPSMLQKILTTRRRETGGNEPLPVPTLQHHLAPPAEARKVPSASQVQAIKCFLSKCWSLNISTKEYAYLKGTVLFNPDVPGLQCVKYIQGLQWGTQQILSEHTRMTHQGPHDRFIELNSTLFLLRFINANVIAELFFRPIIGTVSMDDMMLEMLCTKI
# proKLK7 act: proKLK7 zymogen activators, primary screen, biochemical, fluorescence intensity. Kallikrein-7 (Homo sapiens), P49862. purified proKLK7, EDANS-DABCYL substrate fluorescence; 100% is mature enzyme control, 0% vehicle. activation, % at 7 µM. 370,000 compounds, 0.9% hits. AID 652039, 2013;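 active means activation above the mean of all tested compounds plus 3 SD, computed per campaign excluding outliers beyond control limits, cut at about 13% in these data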
# Target sequence (P49862 whole entry, looked up): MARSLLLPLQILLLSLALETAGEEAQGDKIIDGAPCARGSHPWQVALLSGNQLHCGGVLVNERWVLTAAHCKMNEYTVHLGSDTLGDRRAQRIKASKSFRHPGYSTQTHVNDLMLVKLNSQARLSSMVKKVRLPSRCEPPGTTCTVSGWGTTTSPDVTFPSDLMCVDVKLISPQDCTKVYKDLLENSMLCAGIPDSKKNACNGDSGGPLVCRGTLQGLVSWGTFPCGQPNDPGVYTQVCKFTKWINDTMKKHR
# DAX1 inh-2: DAX1 (NR0B1) inhibitors on StAR promoter, primary screen, cell-based, luminescence, SF-1 (NR5A1), full-length DAX-1; HEK293T StAR-luciferase reporter, SF-1/DAX-1 repression relief; 370,000 compounds, 1.1% hits; inhibition, % at 6.8 µM; AID 652010, 2013;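 active means inhibition above the mean over all tested compounds plus 3 SD, cut at about 3.6% in these data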;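 further: 0% = DAX-1 cells with DMSO and 100% = cells lacking DAX-1 with DMSO; higher inhibition means more luminescence from relief of DAX-1 repression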
# Starred values were filed as active, the others as inactive; · = no result given.
SMILES,FXN GAA850 act,GC-A act,NPR2 activator,ssDAF12 agonist,hcDAF12 agonist,sPLA2-III inh,hgDAF-12 ag,SMARCA2 activ,DAX1 inh-1,proKLK7 act,DAX1 inh-2
COC(=O)[C@]1(C)N[C@H](CN(C)S(=O)(=O)c2ccc(F)cc2)[C@@H]2C(=O)N(C)C(=O)[C@@H]21,·,-1.4,-1.3,-0.9,0.3,17.6,0.1,-6.3,-0.4,0.0,-0.2
Cc1cccc(-c2nnc(SCC(=O)O)n2Cc2ccccc2)c1,0.6,4.3,4.3,-1.1,-0.5,1.5,0.9,1.5,0.2,-0.2,-0.8
CN(C)c1cccc(C(=O)OCC(=O)c2ccc[nH]2)c1,1.6,1.2,-2.3,-0.1,2.4,3.8,5.6,4.1,0.1,0.3,1.9
COc1ccc(F)cc1CN1CCN(C(=O)CCC(=O)Nc2nnc(CC(C)C)s2)CC1,2.7,2.4,0.7,-1.4,-2.9,-7.0,-0.7,-1.9,0.0,-0.6,-2.7
COCCCNC(=O)Cc1ccc(S(=O)(=O)N2CCOCC2)s1,0.1,2.9,4.2,-0.5,1.3,7.5,-2.3,1.0,0.8,-0.9,-1.6
CCCC1NC(=O)c2cccnc2-n2c1nc1ccc(Cl)cc1c2=O (configuration not stated),0.9,-0.8,-5.1,-1.5,-0.4,0.2,-1.6,-1.1,0.7,-0.3,-1.2
O=C(Cc1ccc(S(=O)(=O)N2CCOCC2)s1)Nc1ccccc1Br,1.1,-2.8,-4.3,0.1,0.2,-29.2,2.1,-5.2,-1.8,-0.5,-0.2
CCn1c(SCC(=O)NC2CCCC2)nc2c(c1=O)SCC2,-1.1,4.9,5.2,-1.3,-0.7,-3.4,-2.2,-4.1,-0.8,0.1,0.0
COc1ccc(S(=O)(=O)NC(C)C(=O)NCc2ccccn2)cc1Cl (configuration not stated),0.5,0.0,-1.8,-1.0,0.2,-1.6,0.4,-1.4,2.2,0.0,0.0
CC(=O)N1CCN(c2ccc(S(=O)(=O)N3CCCCC3)cc2[N+](=O)[O-])CC1,-1.3,0.8,1.1,-1.5,0.2,1.3,1.4,-4.4,0.6,0.3,-0.1
CCOC(=O)C1=C(O)/C(=C/c2cc(OC)c(O)c(OC)c2)SC1=Nc1ccc(OC)cc1,3.2,25.7,30.2,-2.0,-3.9,-9.9,-5.4,2.3,1.7,-0.3,-1.0
O=C(O)C1CCC(CNCc2ccncc2)CC1 (configuration not stated),0.9,3.6,-0.4,-0.8,0.2,0.7,2.1,-0.5,-1.1,0.5,-0.1
CCOc1cc(/C=C/C(=O)NCCc2ccc(S(N)(=O)=O)cc2)ccc1OCC(C)C,-0.8,-2.3,0.2,-1.7,-0.9,-19.2,-0.6,-0.9,0.3,-1.3,-1.5
COc1ccccc1C(=O)Oc1cc(N)n(S(=O)(=O)c2ccc(C)cc2)n1,0.4,6.2,-6.3,-0.8,1.1,1.5,2.9,0.2,-0.8,0.1,-0.1
Cc1cc(=O)oc2ccc(OCc3ccccc3)cc12,-0.5,-0.8,0.4,0.0,0.1,-0.7,1.6,3.7,-0.2,1.7,0.1
O=c1oc(C2(O)CCCCC2)cc2ccccc12,0.3,0.9,-0.3,-1.2,-0.4,10.8,2.2,-3.0,-1.0,-0.5,-1.2
COc1ccc(/C=N/Nc2cc(C)nc(N3CCOCC3)n2)cc1OC,2.0,-2.7,6.8,-0.4,-0.7,2.3,2.5,-1.1,·,-0.1,0.1
CCN(CC)C(=O)c1sc(NC(=O)c2cccnc2)c(C(=O)OC)c1C,1.8,-1.6,0.5,-0.6,-1.1,13.7,-2.9,-1.1,-1.4,-0.1,-0.3
COc1ccc(N2CCN(C(=O)C(CCSC)N=C3NS(=O)(=O)c4ccccc43)CC2)cc1 (configuration not stated),0.0,-0.3,1.0,-1.0,-1.9,-2.9,-2.4,-1.4,-1.6,0.3,-1.5
Cc1ccc(NC(=S)NNC(=S)Nc2ccc(C)cc2C)cc1,-0.2,-3.2,-1.5,-2.0,-0.4,-6.1,-0.7,-1.8,0.7,-0.8,-0.1

# 3 compounds from above, limited to DAX1 inh-2 and FXN GAA850 act:
Molecule | DAX1 inh-2 | FXN GAA850 act
CC(=O)N1CCN(c2ccc(S(=O)(=O)N3CCCCC3)cc2[N+](=O)[O-])CC1 | -0.1 | -1.3
CCOC(=O)C1=C(O)/C(=C/c2cc(OC)c(O)c(OC)c2)SC1=Nc1ccc(OC)cc1 | -1.0 | 3.2
O=C(O)C1CCC(CNCc2ccncc2)CC1 (configuration not stated) | -0.1 | 0.9

# Next results.
SMILES,FXN GAA850 act,GC-A act,NPR2 activator,ssDAF12 agonist,hcDAF12 agonist,sPLA2-III inh,hgDAF-12 ag,SMARCA2 activ,DAX1 inh-1,proKLK7 act,DAX1 inh-2
O=C(CCN1CCN(CCO)CC1)Nc1ccc(OCc2ccccc2)cc1,-1.9,7.6,1.5,-1.1,-1.6,5.3,-0.3,-1.1,-1.0,-0.3,-1.0
COc1ccccc1CN1C(=O)[C@@H]2C(CC(N)=O)NC3(C(=O)Nc4c3ccc(Cl)c4C)[C@@H]2C1=O (some centres not stated),-0.3,2.8,1.6,0.5,2.2,5.0,1.3,-3.7,0.9,0.3,-0.3
Cc1ccccc1NC(=O)[C@@H]1CCCN1S(=O)(=O)c1cccc2cccnc12,·,0.1,-6.8,-0.9,-2.1,5.9,-0.8,·,·,·,·
O=C(/C=C/NCc1cccnc1)c1ccc(-c2ccccc2)cc1,1.6,-8.4,-11.5,-1.3,-1.0,-4.4,-3.2,0.2,-1.5,-27.1,0.3
Cn1cccc1/C=N/NC(=O)CSc1nc2ccccc2[nH]1,0.8,-4.3,3.1,-1.3,3.9,3.8,4.3,-1.5,·,0.2,-0.1
CCOc1ccccc1/C=C/C(=O)NCC(=O)N1CCC(N(C)C2CCCCC2C)CC1 (configuration not stated),0.0,1.0,3.8,-1.2,-1.2,7.3,0.8,3.9,-0.2,2.0,-0.4
CCC(C(=O)NC1CCCC1)N(C(=O)Cn1nnc(-c2ccc(C)o2)n1)c1ccc(OC)c(OC)c1 (configuration not stated),-0.4,0.5,2.3,-1.0,0.7,0.5,-2.1,0.5,2.0,0.2,0.0
COc1ccc(C(=O)OCC(=O)Nc2ccc3[nH]c(=O)[nH]c3c2)cc1,0.5,0.4,-1.2,-1.4,-0.6,-5.5,-1.5,2.1,1.8,0.3,-1.5
CCc1ccccc1N(C(=O)c1cccs1)C1C=CS(=O)(=O)C1 (configuration not stated),-0.7,4.3,1.0,-1.5,0.1,5.7,-0.8,-2.0,-0.9,-0.4,-0.3
Cc1ccc(NC(=O)COC(=O)CCc2nc3ccccc3n2-c2ccccc2)c(C)c1,0.7,1.6,3.6,-0.5,2.3,-2.3,2.0,1.5,1.8,-0.7,0.1
CCOc1ccc(N(CC(=O)Nc2ccccc2C(=O)N2CCOCC2)S(=O)(=O)c2ccc(F)cc2)cc1,0.7,-0.7,5.1,-1.2,-1.5,-4.3,2.4,-0.7,-0.5,0.7,-0.1
COc1ccc2c(c1)CCc1c(C(=O)N3CCOCC3)noc1-2,3.6,3.9,0.2,-0.5,1.1,-0.9,8.1,0.4,1.9,0.5,1.9
Cc1ccccc1NC(=O)CCCn1nc(C)c2c(C)n(-c3ccccc3)nc2c1=O,1.8,-2.5,-3.4,-1.0,-0.2,2.1,0.2,0.7,0.3,0.1,-0.6
CN(Cc1ccccc1)c1nc2c(c(=O)[nH]c(=O)n2C)n1C,2.5,1.2,1.6,-0.6,0.4,6.8,-1.9,-1.6,-0.5,-0.7,0.1
OCCN1CCN(c2cc(C(F)(F)F)nc3ccccc23)CC1,2.4,0.3,0.2,-1.3,-1.6,0.8,-1.4,3.5,1.2,0.7,-0.2
COc1cccc(OCc2ccc(Cl)cc2)c1C#N,4.5,-2.8,3.4,1.7*,8.4*,-2.5,12.3*,6.8,4.8*,-0.4,3.2
COc1cccc(C(=O)O/N=C(\N)c2ccc([N+](=O)[O-])cc2)c1OC,1.0,-0.7,-7.9,-1.5,-0.6,-3.2,2.2,5.6,2.2,-0.3,0.2
Cc1ccc(C(c2nnnn2C(C)(C)C)N(Cc2ccco2)Cc2cccs2)cc1 (configuration not stated),1.6,-5.2,-5.6,-0.9,-1.0,3.6,1.7,-5.3,0.2,0.2,-0.5
CN(C(=S)NC(=O)c1ccc(F)cc1)C1CCCCC1,2.3,-0.3,-5.3,-0.7,0.9,13.4,-1.6,0.0,-0.6,-1.1,-2.0
O=C(COC(=O)CCOc1ccccc1)NCCc1ccccc1,-1.3,-2.1,-2.5,-1.3,-1.3,7.4,-3.0,-0.3,2.6,0.6,-1.1
Cc1ccc(OCc2ccc(C(=O)N3CCCC3)o2)cc1C,1.7,-3.1,1.2,-0.9,-2.1,8.3,0.3,2.6,0.2,-0.5,0.2
COc1ccc(Nc2nc(N3CCCC3)nc(N3CCCC3)n2)c(OC)c1,0.3,-0.6,-6.7,-1.5,-0.7,-3.4,-0.6,-0.6,0.9,0.0,0.7
Cc1cc(N2CCOCC2)nc2ccc(NC(=S)N3CCCCC3C)cc12 (configuration not stated),1.4,6.5,5.1,-0.9,-1.0,-5.5,8.9,0.2,-0.6,20.8*,-0.4
O=C(N/N=C/c1ccccc1O)c1ccncc1,-3.7,-3.3,-1.3,-0.7,-3.8,0.7,-2.4,-4.9,-0.3,-1.2,0.5
COCCCN(C(=O)CSCc1ccc(C)cc1)c1c(N)n(Cc2ccccc2)c(=O)[nH]c1=O,1.1,0.4,3.0,-0.6,0.1,3.8,1.1,2.6,0.1,-3.4,-1.1
O=C(Nc1ccc(F)cc1)OCc1cn(Cc2ccccc2Cl)nn1,·,-1.4,1.3,0.0,-0.7,-15.2,-0.6,0.9,·,0.2,-0.4
Cc1ccc(SCCC(=O)Nc2ccccc2C(=O)NC2CCCCC2)cc1,3.7,-4.2,-5.7,-0.9,-1.4,0.8,-4.5,-1.5,1.7,0.5,0.2
